CaV13 FRET inh = Primary screen for inhibitors of IQ motif and Ca2+-dependent inactivation inhibitor domain binding in CACNA1D, Förster resonance energy transfer in living cells, …; HEK cells, CFP/YFP FRET ICDI-IQ, plate reader, 10 min; percent FRET-ratio fall versus neutral wells; inhibition, % at 12.3 µM; 340,000 compounds, 0.098% hits; AID 743397;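 active = mean replicate inhibition of at least 30% and at least 1% of replicates passing that level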;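 note: 0% = median of the neutral control wells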
ABHD5-PLIN5 inh = ABHD5-PLIN5 protein interaction inhibition; inhibition, % at 4 µM; AID 602281; Split G. princeps luciferase complementation, luminescence, 4 h; 360,000 compounds, 0.78% hits;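 active = inhibition above the mean inhibition across every tested compound plus 3 SD, cut at about 22% in these data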;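 note: 0% = DMSO only wells and the 100% control is not disclosed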
Granule exo inh = blocks lytic granule exocytosis; 360,000 compounds, 0.66% hits; inhibition, % at 10 µM; TALL-104 LAMP-1 surface exposure, flow cytometry; cells stimulated with thapsigargin and PMA;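 active = inhibition above about 55%, limit read from the data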
Glyco luc inh = blocks N-linked glycosylation in D54 reporter cells; reporter increase, % at 12.5 µM; 360,000 compounds, 0.23% hits; D54 ERlucT glycosylation luciferase reporter, 24 h; percent of 100 nM tunicamycin response;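 active = mean luciferase reporter signal, scaled so untreated is 0 and the glycosylation-blocking control 100, at or above a set limit in every replicate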;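 note: luciferase carries N-glycosylation sites so blocking glycosylation raises the light; 0% = median of neutral control wells and 100% = median of 100 nM tunicamycin wells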
ABCB6 inh MLPCN = blocks the human ABCB6 transporter; Q9NP58; K562-ABCB6 porphyrin accumulation, flow cytometry, 1 h; active compounds read low; fluorescence ratio to DMSO, % at 10 µM; 360,000 compounds, 0.19% hits;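 active = fluorescence ratio to DMSO below 75%, the collection mean minus 3 SD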;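 note: signal is porphyrin accumulated inside mitochondria; 100% equals median channel fluorescence of DMSO control wells; lower ratio means ABCB6 inhibition with less porphyrin fluorescence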
Target sequence (Q9NP58 whole entry, looked up): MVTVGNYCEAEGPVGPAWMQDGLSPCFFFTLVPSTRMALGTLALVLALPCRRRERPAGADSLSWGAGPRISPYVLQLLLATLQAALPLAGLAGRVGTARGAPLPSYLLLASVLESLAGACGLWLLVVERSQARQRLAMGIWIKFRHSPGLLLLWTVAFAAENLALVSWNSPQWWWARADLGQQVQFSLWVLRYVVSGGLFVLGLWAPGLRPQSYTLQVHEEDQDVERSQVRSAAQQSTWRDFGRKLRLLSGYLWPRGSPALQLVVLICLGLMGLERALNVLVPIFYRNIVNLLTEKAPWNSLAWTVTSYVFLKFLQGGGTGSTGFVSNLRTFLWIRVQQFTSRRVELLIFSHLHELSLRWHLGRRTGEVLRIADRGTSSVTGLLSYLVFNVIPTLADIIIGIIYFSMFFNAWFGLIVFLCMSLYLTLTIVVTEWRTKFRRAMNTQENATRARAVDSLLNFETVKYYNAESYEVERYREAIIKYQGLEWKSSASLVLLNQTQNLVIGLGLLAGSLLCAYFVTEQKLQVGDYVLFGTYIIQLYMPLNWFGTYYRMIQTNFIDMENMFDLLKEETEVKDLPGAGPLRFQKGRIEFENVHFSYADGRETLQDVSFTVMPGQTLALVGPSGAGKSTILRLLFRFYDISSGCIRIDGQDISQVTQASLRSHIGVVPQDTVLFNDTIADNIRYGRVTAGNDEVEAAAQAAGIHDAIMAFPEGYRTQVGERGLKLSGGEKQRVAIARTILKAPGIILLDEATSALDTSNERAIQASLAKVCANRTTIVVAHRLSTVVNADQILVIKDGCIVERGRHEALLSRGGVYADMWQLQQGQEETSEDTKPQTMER
MC4R antag cAMP = blocks human MC4R cAMP signaling. MC4R-expressing cells, MTII-stimulated cAMP, LANCE TR-FRET. inhibition, % at 6.5 µM. 360,000 compounds, 0.48% hits;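 active = inhibition above its plate's cutoff, the mean of tested wells on that plate plus 3 SD, cut at about 29% in these data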;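 note: 0% = Melanotan II alone and 100% = Melanotan II plus saturating MCL0020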
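System – human MC4R-expressing U2OS cells · Also added – Melanotan II · Dosing – one concentration, 6.5 µM nominal · Timing – 30-min compound, 1-h challenge, 1-h detection, room temperature · Measured by – Eu-cAMP/anti-cAMP TR-FRET, emission 671 nm · Replicates – singlicate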
m5-HT2A agonist = agonists of mouse serotonin 5-HT2A receptor (HTR2A); P35363; CHO-K1 mHTR2A beta-arrestin complementation, luminescence; percent of 30 µM serotonin response; activation, % at 7.6 µM; 360,000 compounds, 0.66% hits; AID 624169;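 active = activation above a run cutoff, the mean activation of all tested compounds plus 3 SD, cut at about 14% in these data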;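 note: 0% = plate median of compound wells and 100% = 30 µM serotonin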
MC4R barr agon = agonists of human melanocortin 4 receptor (MC4R) beta-arrestin; P32245; U2OS MC4R beta-arrestin complementation, luminescence; percent of melanotan II response, DMSO zero; activation, % at 8.9 µM; 360,000 compounds, 0.98% hits; AID 540308;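 active = activation above a per-plate cutoff, the mean activation of sample wells on that plate plus 3 SD, cut at about 8% in these data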
H9c2 protect = protects H9c2 cardiomyocytes from peroxide injury; AID 588492; protection from H2O2 cell death, % at 20 µM; 360,000 compounds, 0.63% hits; H2O2 injury protection, ATPLite, 2 h;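 active = compounds giving at least 50% protection of heart cells from peroxide-induced death in the single-dose screen, raw or plate-pattern-corrected value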;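 note: 0% = DMSO wells with peroxide and 100% = DMSO wells without peroxide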
PDI turbidity = PDI (human) enzyme inhibition; inhibition, % at 10 µM; PDI insulin aggregation turbidity, A650, 90 min; 350,000 compounds, 0.052% hits;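 active = mean inhibition across replicates of 30% or more, whatever share of single replicates reach that level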;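 note: absorbance from insulin aggregation driven by PDI reduction with DTT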
The depositor's hits bear a star; . = not tested or not shown.

The line under a structure holds: CaV13 FRET inh	ABHD5-PLIN5 inh	Granule exo inh	Glyco luc inh	ABCB6 inh MLPCN	MC4R antag cAMP	m5-HT2A agonist	MC4R barr agon	H9c2 protect	PDI turbidity
Cc1ccc(Cl)c(OCC(=O)Nc2sc(C)c(C)c2C#N)c1
 : -4	-1	-3	0	88	8	5	-0.7	-6	-1
Cc1ccc(-c2ccc(C3C(C#N)=C(N)Oc4n[nH]c(C)c43)o2)cc1 (stereo unspecified)
 : -6	24*	-2	12	99	1	3	-2.0	-5	-2
Cc1c(C(=O)C(=O)N2CCCc3ccccc32)c2ccccc2n1C
 : -5	4	-8	8	99	-1	6	0.6	8	-2
Cc1cc(C)n(CCNS(=O)(=O)c2ccc(C)c(C)c2)n1
 : -3	2	-7	-1	99	-1	2	-1.5	-7	10
COc1ccc(C(=O)Nc2cc([N+](=O)[O-])ccc2N2CCN(C)CC2)cc1
 : -4	6	0	-3	103	7	-8	-1.5	5	0
COc1cc(OC)c(NC(=O)c2ccccc2F)cc1Cl
 : -19	2	-3	1	99	8	-2	-2.7	-1	-3
Cc1c(Cl)cccc1NS(=O)(=O)c1cn(C)c(=O)n(C)c1=O
 : -3	12	2	0	102	23	3	-0.8	-1	.
CCN1C(=NCCc2c[nH]c3ccccc23)N[C@@H](c2ccccc2)[C@H](C(=O)OC)[C@H]1C
 : -5	2	-2	3	94	2	-3	1.6	1	4
Cc1cccc(C)c1NC(=O)C1(C)CCC(=O)N1CCCn1ccnc1 (stereo unspecified)
 : -9	2	-4	2	100	.	-3	.	1	.
O=C(Nc1cccc2ccccc12)c1ccco1
 : -5	3	10	2	96	.	3	.	-4	.
COc1ccc(CN2CCCCCC2)cc1OC
 : -5	-3	6	4	96	7	0	0.3	-3	5
O=C(CSc1nc(O)cc(=O)n1-c1ccccc1)NCc1ccccc1
 : -5	2	0	0	101	6	3	-0.4	-2	-2
Cc1cccc(CNC(=O)C2CCC(=O)N(C3CCCC3)C2)c1 (stereo unspecified)
 : -7	-3	1	1	97	2	1	-3.8	1	2
CC(C)N1CCN(Cc2ccccc2-c2ccco2)CC1CCO (stereo unspecified)
 : -16	5	0	0	102	25	-7	2.0	0	-10
Cc1ccc(-n2c(C)cc(C(=O)COC(=O)c3ccc[nH]c3=O)c2C)cc1C
 : 3	2	-2	-2	91	4	-3	-0.4	-14	-5
Cc1ccc(NC(=O)/C(=C\c2ccco2)NC(=O)c2ccco2)cc1
 : -8	5	-1	-3	99	0	0	1.8	-1	-21
CC1(C(=O)NCCc2c[nH]c3ccccc23)C=CC2(CCCCC2)N1C(=O)c1ccccc1 (stereo unspecified)
 : .	-3	-5	-3	102	11	-5	-1.9	3	3
Cc1onc(-c2ccccc2Cl)c1C(=O)NC(=S)Nc1ccc(C(C)C)cc1
 : -5	-15	-4	-5	94	17	-6	-2.8	-6	-2
Cc1noc(C(=O)Nc2cccnc2)c1Cl
 : -5	-3	5	3	102	8	3	1.1	14	3
Cc1nn(CC(=O)c2ccccc2)c(=O)c2nn(-c3ccccc3F)c(C)c12
 : -3	2	-4	-4	92	3	2	1.0	-7	2

At a glance, part of the list above:
The line under a structure holds: CaV13 FRET inh	ABHD5-PLIN5 inh	Granule exo inh	Glyco luc inh	ABCB6 inh MLPCN	MC4R antag cAMP	m5-HT2A agonist	MC4R barr agon	H9c2 protect	PDI turbidity
Cc1cc(C)n(CCNS(=O)(=O)c2ccc(C)c(C)c2)n1
 : -3	2	-7	-1	99	-1	2	-1.5	-7	10
COc1ccc(C(=O)Nc2cc([N+](=O)[O-])ccc2N2CCN(C)CC2)cc1
 : -4	6	0	-3	103	7	-8	-1.5	5	0
COc1cc(OC)c(NC(=O)c2ccccc2F)cc1Cl
 : -19	2	-3	1	99	8	-2	-2.7	-1	-3
Cc1c(Cl)cccc1NS(=O)(=O)c1cn(C)c(=O)n(C)c1=O
 : -3	12	2	0	102	23	3	-0.8	-1	.
CCN1C(=NCCc2c[nH]c3ccccc23)N[C@@H](c2ccccc2)[C@H](C(=O)OC)[C@H]1C
 : -5	2	-2	3	94	2	-3	1.6	1	4
Cc1cccc(C)c1NC(=O)C1(C)CCC(=O)N1CCCn1ccnc1 (stereo unspecified)
 : -9	2	-4	2	100	.	-3	.	1	.
O=C(Nc1cccc2ccccc12)c1ccco1
 : -5	3	10	2	96	.	3	.	-4	.
COc1ccc(CN2CCCCCC2)cc1OC
 : -5	-3	6	4	96	7	0	0.3	-3	5
O=C(CSc1nc(O)cc(=O)n1-c1ccccc1)NCc1ccccc1
 : -5	2	0	0	101	6	3	-0.4	-2	-2
Cc1cccc(CNC(=O)C2CCC(=O)N(C3CCCC3)C2)c1 (stereo unspecified)
 : -7	-3	1	1	97	2	1	-3.8	1	2
CC(C)N1CCN(Cc2ccccc2-c2ccco2)CC1CCO (stereo unspecified)
 : -16	5	0	0	102	25	-7	2.0	0	-10
Cc1ccc(-n2c(C)cc(C(=O)COC(=O)c3ccc[nH]c3=O)c2C)cc1C
 : 3	2	-2	-2	91	4	-3	-0.4	-14	-5
Cc1ccc(NC(=O)/C(=C\c2ccco2)NC(=O)c2ccco2)cc1
 : -8	5	-1	-3	99	0	0	1.8	-1	-21
CC1(C(=O)NCCc2c[nH]c3ccccc23)C=CC2(CCCCC2)N1C(=O)c1ccccc1 (stereo unspecified)
 : .	-3	-5	-3	102	11	-5	-1.9	3	3
Cc1onc(-c2ccccc2Cl)c1C(=O)NC(=S)Nc1ccc(C(C)C)cc1
 : -5	-15	-4	-5	94	17	-6	-2.8	-6	-2

(more compounds)
The line under a structure holds: CaV13 FRET inh	ABHD5-PLIN5 inh	Granule exo inh	Glyco luc inh	ABCB6 inh MLPCN	MC4R antag cAMP	m5-HT2A agonist	MC4R barr agon	H9c2 protect	PDI turbidity
Cc1ccc(-n2nc(C)c3c2NC2=C(C(=O)CC(C)(C)C2)C3c2ccccc2OCC(=O)O)cc1 (stereo unspecified)
 : -7	-3	2	2	88	5	0	-0.7	-5	16
COc1ccc(CCNC(=O)c2cc(=O)n(C)c(=O)n2C)cc1OC
 : -7	-5	0	4	105	7	-1	-1.6	-3	-3
CC(=O)NCCc1ccc(S(=O)(=O)N2CCOCC2)cc1
 : -6	0	-2	4	95	9	-2	1.1	5	-14
O=C(CCN1CCOCC1)c1ccc(Cl)cc1
 : -7	1	35	-1	78	6	7	1.3	-16	8
Cc1ccccc1OC(=O)C1C(c2ccccc2)C(C(=O)O)C1c1ccccc1 (stereo unspecified)
 : -5	-7	-1	4	100	-3	5	-3.2	-1	0
COc1cc2c(cc1OC)CN(CC(=O)Nc1ccc3c(c1)OCO3)CC2
 : 0	0	-2	0	97	0	-1	-2.2	-4	3
COC(=O)c1cn(Cc2ccccn2)c(=O)c2ccccc12
 : -7	1	-3	2	100	3	6	-1.5	1	-6
CC1(C(=O)N2Cc3ccccc3C2)CCN1C(=O)Cc1ccccc1 (stereo unspecified)
 : -4	3	-3	3	98	5	8	-2.6	3	-4
COc1cccc(NC(=O)c2ocnc2C)c1
 : -5	1	-1	0	94	0	4	0.8	6	-4
CCOC(=O)Cc1csc(Nc2c(C)n(C)n(-c3ccccc3)c2=O)n1
 : -2	-10	0	0	92	-5	1	-1.5	1	0
COc1cc2c(cc1OC)C(C1C(=O)CCCC1=O)N(C(=O)CCl)CC2 (stereo unspecified)
 : -8	15	3	-1	105	-1	2	0.2	-1	-8
CSc1ccccc1-n1nnnc1SCC(=O)Nc1cc(C)ccc1C
 : -4	3	-2	2	95	-5	-3	-1.7	7	-2
CN(C(=O)c1cccc(NC(=O)Cc2ccc(NC(=O)C3CCCN(S(=O)(=O)c4cccc([N+](=O)[O-])c4)C3)cc2)c1)C1CCC1 (stereo unspecified)
 : -6	4	-2	-1	103	6	14	-0.7	-5	-44
C[C@H](NC(=O)c1ncn2c1C(=O)N(C)CC2)C(=O)OC(C)(C)C
 : -7	-3	2	0	106	5	-4	-1.6	-2	-4
COCCn1c(SCC(=O)Nc2ccc(F)cc2)nc2c(c1=O)SCC2
 : -11	2	3	3	97	3	2	-0.1	1	-2
CCS(=O)(=O)Nc1cccc(C2=NN(C(C)=O)C(c3cccs3)C2)c1 (stereo unspecified)
 : 2	-1	-4	0	99	15	0	-0.5	-2	10
Cc1ccc(Cl)cc1NC(=S)N/N=C/c1cccc2ccccc12
 : 5	-6	-7	15	102	-24	2	-3.1	-7	4
COc1cc(CCC(=O)NC2(C)CCS(=O)(=O)C2)cc(OC)c1OC (stereo unspecified)
 : -15	2	-2	1	101	3	-2	-2.1	-4	-3
COC(=O)c1c(NC(=O)CSc2nnnn2-c2ccccc2)sc2c1CCC(C(C)(C)C)C2 (stereo unspecified)
 : -3	-1	-3	-1	102	10	-5	-1.1	-8	2
COc1ccc(OC)c(CCNC(=O)CCC(=O)N2CCOc3ccc(C)cc32)c1
 : 7	-6	2	-2	108	0	-4	0.1	0	.

(list continues)
The line under a structure holds: CaV13 FRET inh	ABHD5-PLIN5 inh	Granule exo inh	Glyco luc inh	ABCB6 inh MLPCN	MC4R antag cAMP	m5-HT2A agonist	MC4R barr agon	H9c2 protect	PDI turbidity
Cc1noc(C)c1C(=O)N1CCC(C(=O)c2ccc(F)cc2F)CC1
 : -5	2	-2	0	102	1	2	-0.9	-3	-4
O=C(NCC1CCCO1)c1cc2ccccc2nc1Cl (stereo unspecified)
 : -4	8	-3	1	102	-5	5	-2.0	3	9
Cc1cc(C)n(C(=O)CNc2ccc(C)c(C)c2)n1
 : .	-8	-12	-1	94	-3	-5	-0.5	-10	-4
CS(=O)(=O)N(Cc1ccccc1)c1ccc(C(=O)NCCSCc2ccco2)cc1
 : -5	8	2	-1	101	0	-1	0.0	5	-5
O=C(Nc1ccc(C(=O)O)cc1)/C(=C\C=C\c1ccccc1)NC(=O)c1ccccc1Br
 : -4	1	0	.	90	-10	2	0.5	-10	2
Cc1cc(=O)nc2c3ccccc3n(C(C)C(=O)NCCN3CCOCC3)n12 (stereo unspecified)
 : -7	2	-3	1	96	15	0	-2.0	-2	-22
O=C(CSc1n[nH]c(=O)n1C1CC1)Nc1ccc(F)c([N+](=O)[O-])c1
 : -4	8	1	0	100	5	7	-1.2	2	-2
Cc1ccc(Cl)cc1-c1cc(C(=O)NCc2ccc(C(F)(F)F)cc2)[nH]n1
 : -7	-15	96*	0	93	-9	-9	0.6	-8	-2
O=C1CSc2ccc(S(=O)(=O)NCc3ccccc3Cl)cc2N1
 : -3	-5	-2	2	111	0	-3	1.5	-5	1
COc1cc(C(=O)COC(=O)c2ccco2)cc(OC)c1OC
 : -8	4	-1	1	109	5	-4	-0.9	3	-1
O=C(OCC(=O)N1CCC(Cc2ccccc2)CC1)c1ccc(O)cc1
 : -5	2	2	-2	94	4	-4	-2.4	-3	14
